# DENV2 CPE: DENV2-induced cell death inhibition | DENV2-infected cells, cytopathic effect rescue, plate reader | CPE inhibition, % at 9.99 µM | AID 651640 | actives 1.7% (n = 350,000); in the data active = CPE inhibition above about 20%, passing the limit was not always enough; inconclusive = no clear call, values can overlap the other calls; tested in BHK-21 cells;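 also: 0% = median of neutral control wells and 100% = median of positive control wells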
# ERp5 inh: inhibitors of human ERp5; AID 651711; ERp5 insulin aggregation, absorbance 650 nm, 90 min; actives 0.05% (n = 350,000); inhibition, % at 9.99 µM; Q15084;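 active = mean replicate inhibition above about 25%, with every replicate also reaching it, limit read from the data, passing the limit was not always enough; inconclusive = only one of those two criteria met; inactive = neither criterion met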
# Target sequence (Q15084 whole entry, looked up): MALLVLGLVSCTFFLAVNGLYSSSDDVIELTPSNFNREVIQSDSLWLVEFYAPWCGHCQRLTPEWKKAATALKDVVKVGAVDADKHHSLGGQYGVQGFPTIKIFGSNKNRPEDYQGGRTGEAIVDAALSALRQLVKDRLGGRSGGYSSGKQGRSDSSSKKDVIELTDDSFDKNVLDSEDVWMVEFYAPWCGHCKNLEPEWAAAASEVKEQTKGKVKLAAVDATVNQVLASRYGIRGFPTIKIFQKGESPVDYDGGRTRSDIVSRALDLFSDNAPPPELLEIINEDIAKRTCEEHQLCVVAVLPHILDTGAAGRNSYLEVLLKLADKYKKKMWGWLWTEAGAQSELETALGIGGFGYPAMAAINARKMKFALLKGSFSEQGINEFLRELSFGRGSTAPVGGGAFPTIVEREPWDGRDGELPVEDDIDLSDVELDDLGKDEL
# PAX8 inh HTS: PAX8 transcriptional activity inhibition; RMG-I TPO-luciferase reporter, SteadyGlo, 24 h; inhibition, % at 12.6 µM; actives 1.2% (n = 360,000); AID 652154;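 active = mean replicate inhibition at least 60% with every replicate also reaching 60%; inconclusive = only one of the two criteria is met; inactive = mean below 60% and not all replicates reaching 60%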;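 also: luciferase light reporting Pax8 driven TPO promoter activity; plate controls were median of neutral control wells for no effect and mitoxantrone controls for full effect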
# INS-1E GSIS act: primary screen for activators of insulin secretion dependent on glucose, INS-1E cells, GLuc reporter luminescence | INS-1E GLuc reporter insulin secretion, 2-3 h | activation, % at 16.6 µM | actives 0.61% (n = 370,000) | AID 743287;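 active = lowest replicate activation of at least 40%, so every replicate reaches that level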;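 also: 0% = median of neutral control wells and 100% = median of IBMX positive control wells; some compounds called inactive have numbers as strong as hits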
# EWS-Fli block: EWS/Fli transcriptional activity inhibition | A673 NR0B1-luciferase reporter, viability-normalised | inhibition, % at 12.6 µM | actives 0.67% (n = 350,000) | AID 651661;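 active = mean inhibition of at least 50% after viability correction, with every replicate also passing that limit; inconclusive = mean reaches 50% but only one of two replicates passes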;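 also: firefly luciferase signal divided by Alamar Blue viability fluorescence both relative to DMSO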
# XiGFP reactiv: X-chromosome reactivation activator; XiGFP mouse fibroblasts, % GFP-positive cells imaging, 3 d; cells co-treated with 5-aza-dC sensitizer; scaled so ellipticine positive control = 100%; activation, % at 7.58 µM; actives 0.055% (n = 360,000); AID 743238;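 active = mean normalized replicate activation at least 10% and every replicate at or above 10%; inconclusive = only one of the two criteria met; inactive = mean below 10% and not all replicates reach 10%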;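 also: 0% = median of on-plate neutral control wells and 100% = ellipticine 6 µM median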
#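 material = 68-5-11 XiGFP fibroblast line | medium = DMEM plus 5-aza-dC sensitizer | schedule = 3 days compound exposure | benchmarks = positive control ellipticine, 6 µM final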
# ARNT TACC3 PPI: disrupts binding between human ARNT and TACC3. Q9Y6A5. AlphaScreen His-ARNT PAS-B/GST-TACC3 binding, luminescence; TACC3 fragment carries E629A point mutation. inhibition, % at 9.99 µM. actives 0.66% (n = 390,000);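 active = mean inhibition of replicates at least 50% and at least half of replicates each reaching 50%; inconclusive = half or more replicates reach 50% but mean below 50%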;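 also: 0% = complete ARNT plus TACC3 wells and 100% = ARNT alone without TACC3; many hits fall short of the cut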
# CFTR F508del cor: CFTR F508del correction in bronchial cells. CFBE cells, YFP halide quenching; stimulated with forskolin plus potentiator P3; % fluorescence drop versus neutral controls. activity (quench increase), % at 7.58 µM. actives 0.36% (n = 350,000). AID 720511;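 active = mean added fluorescence quench of at least 8% versus neutral control, with both replicates also reaching 8%; inconclusive = only one of the mean or replicate conditions met; inactive = mean below 8% and not both replicates reaching 8%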;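 also: cells transiently co-express mutant CFTR-F508del with the halide-sensitive YFP; corrector assay measuring rescue of mutant channel to the surface after 24 h compound exposure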
# Numbers without * were called inactive; ? = inconclusive; · = not tested or not shown. This is a random part of the collection; about 4.2% have a hit in one of these screens.
SMILES,DENV2 CPE,ERp5 inh,PAX8 inh HTS,INS-1E GSIS act,EWS-Fli block,XiGFP reactiv,ARNT TACC3 PPI,CFTR F508del cor
CC(C)N1CC(C(=O)Nc2ccc(C#N)cc2)CC1=O (stereo not drawn),0,-4,13,-12,9,0.2,1,0.1
O=C(C[C@H]1CC[C@H](NC(=O)Nc2cccc(F)c2)[C@@H](CO)O1)NCC1CC1,6,6,-8,10,-6,-0.3,5,0.5
COc1ccc(S(=O)(=O)Nc2cccc3c2O[C@@H](CN(C)Cc2ccc(Oc4ccccc4)cc2)[C@H](C)CN([C@H](C)CO)C3=O)cc1,9,4,·,-18,1,0.1,1,-2.7
CCCN(CCC)C(=O)Cn1c(=O)n(CCCCCC(=O)Nc2ccccc2)c(=O)c2sccc21,·,·,14,-6,·,0.0,-12,·
CCS(=O)(=O)N1[C@H](C#N)[C@H](c2ccc(-c3cccc(F)c3)cc2)[C@@H]1CO,-2,-1,-12,-11,4,0.0,1,-1.4
O=C(CCS(=O)(=O)c1ccccc1)NCCS(=O)(=O)c1ccccc1,-7,5,-15,-12,4,0.0,-4,3.3
Clc1ccc(-c2noc(CN3CCOCC3)n2)cc1,0,3,-27,6,-44,0.1,2,-0.1
COc1ccc(C#Cc2cnc3c(c2)C(=O)N([C@@H](C)CO)C[C@H](C)[C@@H](CN(C)C(=O)Nc2cccc(OC)c2)O3)cc1,·,·,·,-19,2,0.1,·,0.9
Cc1ccc(S(=O)(=O)NNC(=S)Nc2cccc(C)c2C)cc1,4,-2,1,0,2,0.3,-3,1.4
COc1cccc(/C=N/NC(=O)c2ccccc2NC(=O)c2ccco2)c1OC,-1,2,16,2,-3,0.4,-2,3.6
C=CCOC(=O)C1=C[C@H](c2cn(C(C)=O)c3ccccc23)[C@@H](CCCO)[C@H](OCC)O1,-2,7,10,-13,-2,0.1,2,2.3
C[C@@H]1CCCCO[C@@H](CN(C)Cc2ccc(C(=O)Nc3ccccc3N)cc2)[C@@H](C)CN([C@H](C)CO)C(=O)c2cc(NS(=O)(=O)c3ccc(F)cc3)ccc2O1,-6,1,19,17,4,0.4,·,-2.3
COc1ccc(CNC(=O)c2cn(Cc3ccc(OC(C)=O)cc3)c(=O)s2)cc1,-9,-2,12,-3,-4,0.1,·,-3.4
COc1cc(CN(C)C(C)C(=O)Nc2ccc([N+](=O)[O-])cc2Cl)ccc1OC(F)F (stereo not drawn),·,·,-14,-18,·,0.0,5,·
CC(=O)c1ccc(S(=O)(=O)NC2CC(=O)N(c3ccc(C)c(C)c3)C2)cc1 (stereo not drawn),8,-1,3,-4,1,0.1,-2,-0.6
C=CCCC1CN(Cc2ccc(OC)cc2)S(=O)(=O)c2c(cccc2Sc2ccc(OC)c(OC)c2)O1 (stereo not drawn),-7,3,12,0,3,0.1,·,-2.7
O=C1CSC(=S)N1c1cccc(O)c1,-3,-1,16,5,0,-0.1,4,1.5
O=C(COc1cccc(NC(=O)c2cccs2)c1)c1ccc(F)cc1,14,2,-3,-8,-8,-0.1,9,-0.8
COc1ccc(NC(=O)N(C)C[C@@H]2Oc3ccc(NC(=O)NC(C)C)cc3CC(=O)N([C@@H](C)CO)C[C@H]2C)cc1,9,21,12,19,-8,0.3,·,-1.1
CCc1nc2ccc(C(=O)NCCCN3CCN(c4ccccc4F)CC3)cc2nc1CC,4,2,7,-47,9,0.0,11,-2.0
C[C@H](CO)N1C[C@H](C)[C@H](CN(C)Cc2ccccc2)Oc2cc(C#CCN(C)C)ccc2S1(=O)=O,-9,-2,2,9,9,0.4,3,4.5
CCOCCOC(=O)COC(=O)c1ccccc1NC(=O)c1ccccc1,-3,-2,-17,4,3,0.2,·,11*
COc1ccc(-c2cc(N3CCN(CCO)CC3)n3nccc3n2)cc1,7,0,-17,-2,2,0.2,·,2.6
CCCc1cc(C(=O)Nc2cc(OC)c(Cl)cc2OC)no1,?,0,22,-2,-3,0.0,-3,-1.2
COC(=O)Nc1nc2ccc(SC(C)C)cc2[nH]1,-3,-1,-24,·,49,1.0,0,4.0
SMILES,DENV2 CPE,ERp5 inh,PAX8 inh HTS,INS-1E GSIS act,EWS-Fli block,XiGFP reactiv,ARNT TACC3 PPI,CFTR F508del cor
CCCS(=O)(=O)N1CCN=C1SCc1ccc(F)cc1,-4,0,10,2,·,0.0,-3,-1.7
COc1ccccc1/C=C/C(=O)NCCC1=CCCCC1,-7,3,-166,1,-91,0.2,·,3.7
O=c1ccc2ccc(Oc3ccc(Cl)cc3[N+](=O)[O-])cc2o1,14,-5,3,-8,2,0.1,-4,2.9
CC(NCc1ccc(S(N)(=O)=O)cc1)C(=O)N1c2ccccc2CC1C (stereo not drawn),·,-2,3,10,-4,0.0,1,2.7
O=C(CSc1nnc2ccccn12)Nc1cccc(S(=O)(=O)N2CCOCC2)c1,·,·,-3,16,·,0.2,-5,·
CC(C)C[C@H]1CN([C@@H](Cc2ccccc2)CN2CCC[C@@H]2CN2C(=O)C(=O)NC[C@@H]2Cc2ccc(O)cc2)C(=O)C(=O)N1CCc1ccccc1,6,0,-15,-3,-2,0.1,·,0.9
O=C(Cc1cccs1)NNC(=O)c1ccc(F)cc1,·,-2,-16,0,-7,0.1,·,-4.0
CCN(C(=O)COC(=O)CNS(=O)(=O)c1ccc(SC)c([N+](=O)[O-])c1)C1CCCCC1,5,-1,-10,-13,8,0.0,·,-5.0
O=C(CC1CCCCC1)NCc1nc(-c2ccccc2)no1,-3,-6,-17,-11,3,0.4,·,3.4
c1ccc(OCCCCN2CCCCC2)cc1,?,0,26,-12,-5,0.1,0,-9.8
CC(C)NC(=O)Nc1cccc2c1O[C@@H](CN(C)S(C)(=O)=O)[C@H](C)CN([C@H](C)CO)C2=O,-2,-3,6,19,3,-0.1,6,-1.5
O=C1c2ccccc2S(=O)(=O)N1CCS(=O)(=O)c1ccc(F)cc1,-2,4,6,3,-2,0.1,3,-2.7
Cc1cccc(CN2CCN(C(=O)c3cccc4ccccc34)CC2)c1,43*,4,-8,·,-2,0.0,-2,-3.4
CC(=O)Nc1ccc(NC(=O)COc2cccc3c2OC(C)(C)C3)cc1,-5,-4,-3,14,6,0.3,-4,11*
Cc1ccc(S(=O)(=O)N(C)C[C@@H]2OCCCC[C@@H](C)Oc3ccc(NS(C)(=O)=O)cc3C(=O)N([C@@H](C)CO)C[C@@H]2C)cc1,-4,-4,3,-6,-8,0.1,-7,-1.0
COc1cccc(CNC(=O)c2cc(S(=O)(=O)N3CCCCC3)ccc2C)c1,?,-11,-10,-6,-3,0.2,·,3.9
C[C@H](CO)N1C[C@H](C)[C@@H](CN(C)S(=O)(=O)c2ccccc2)Oc2c(NC(=O)CCC(F)(F)F)cccc2C1=O,·,3,-19,-9,0,0.0,-5,-3.5
Cc1ccccc1-c1cnc2c(c1)C(=O)N([C@@H](C)CO)C[C@H](C)[C@@H](CN(C)CC1CCCCC1)O2,-6,3,·,-3,16,-0.8,-1,-3.9
O=C(CS(=O)(=O)c1ccc(F)cc1)N1CCN(c2ccccc2)CC1,0,4,-38,-1,-26,0.1,0,-0.4
Cc1cc(C)n2nc(SCc3ccccc3)nc2n1,-4,-1,-11,10,-16,0.3,-6,2.4
CCn1c(=O)cc(C(=O)OC)sc1=Nc1ccc(F)c(F)c1,0,3,17,·,14,1.1,1,4.1
O=C(Cc1ccccc1)N[C@H]1CC[C@@H](CC(=O)N2CCCCC2)O[C@@H]1CO,-8,-4,0,2,-7,-0.2,·,0.2
C[C@@H]1CCCCO[C@@H](CN(C)C(=O)CCCN(C)C)[C@H](C)CN([C@@H](C)CO)C(=O)c2cc(NC(=O)c3ccncc3)ccc2O1,-2,·,-15,29,-6,0.2,-7,0.1
Cc1cccc(-n2c(CNC(=O)c3ccc(S(=O)(=O)N4CCCC4)cc3)n[nH]c2=S)c1,0,1,·,-6,-5,·,-1,-1.5
C[C@H](CO)N1C[C@H](C)[C@H](CN(C)S(=O)(=O)c2ccccc2)Oc2ccc(NS(=O)(=O)c3cccs3)cc2C1=O,6,8,-7,-10,-11,0.0,-15,0.6

# Marked active in CFTR F508del cor (from the list above):
Compound	ERp5 inh	INS-1E GSIS act	ARNT TACC3 PPI	CFTR F508del cor
CCOCCOC(=O)COC(=O)c1ccccc1NC(=O)c1ccccc1	-2	4	·	11*
CC(=O)Nc1ccc(NC(=O)COc2cccc3c2OC(C)(C)C3)cc1	-4	14	-4	11*

# Carrying on.
SMILES,DENV2 CPE,ERp5 inh,PAX8 inh HTS,INS-1E GSIS act,EWS-Fli block,XiGFP reactiv,ARNT TACC3 PPI,CFTR F508del cor
Cc1oc2cc3oc(=O)c(CCC(=O)N4C[C@H]5C[C@@H](C4)c4cccc(=O)n4C5)c(C)c3cc2c1C,?,-2,·,3,4,·,3,-0.9
COC(=O)C[C@@H]1CC[C@H](NC(=O)Cc2ccccn2)[C@@H](CO)O1,20,2,-31,23,-12,-0.2,·,1.7
CN1C(=O)c2cc(NC(=O)Cc3cccs3)ccc2OC[C@H]2O[C@@H](CC(=O)N[C@@H]3CCN(Cc4ccccc4)C3)CC[C@H]21,4,0,-8,-5,3,0.1,-1,·
Cc1cccc(NC(=O)CSc2nnc(-c3n[nH]c4ccccc34)o2)c1,0,9,-28,-10,-69,0.1,-1,·
CCCCn1c(N)c(N(CCOC)C(=O)c2c(-c3ccccc3)noc2C)c(=O)[nH]c1=O,-4,1,-12,9,-2,-0.1,7,0.9
CC(NC(=O)CSc1n[nH]c(N)n1)c1ccccc1 (stereo not drawn),4,2,5,3,-9,0.0,-4,-0.8
N#Cc1ccsc1NC(=O)CN1C(=O)NC2(CCCCC2)C1=O,-3,0,-113,·,·,0.1,0,0.3
CN=C(Nc1ccc(C)c(C)c1)SC1CC(=O)N(c2ccc(OC)cc2)C1=O (stereo not drawn),-3,-6,22,-15,4,0.4,11,1.3
CO[C@H]1CN(C)C(=O)c2ccc(NC(C)=O)cc2OC[C@@H](C)N(CCC(F)(F)F)C[C@@H]1C,-6,2,·,6,-4,0.0,18,-0.1
[O-]/C(=C(\C(=S)NCc1ccccc1)[n+]1ccccc1)c1ccc(Cl)cc1,0,3,-4,11,-2,0.0,·,0.9
O=c1[nH]cnc2c1c(-c1ccccc1)cn2-c1ccc(Br)cc1,-3,2,3,-1,8,0.0,-3,·
CC1Cc2ccccc2N1C(=O)C1CC(=O)N(c2ccccc2)C1 (stereo not drawn),-1,4,-6,1,0,0.3,3,1.6
COc1ccc(SCCN2CC[C@@H](C(C)(C)C)CCC2=O)cc1,·,2,-27,32,-7,0.0,5,1.6
Fc1cccc(Cc2c(-c3ccco3)nc3c4ccccc4ccn23)c1,7,1,-105,0,-107,-0.1,·,3.1
CN(CC(=O)Nc1ccc(Cl)c(C(F)(F)F)c1)C(=O)COc1cccc2cccnc12,3,-8,13,-27,7,-0.1,·,-0.9
CC(C)(C)OC(=O)N1CCC(C(=O)Nc2ccc(C(=O)N3CCCC3)cc2)CC1,-12,3,-7,6,0,-0.1,-11,1.4
O=C(NC[C@H]1[C@@H](c2ccccc2)[C@@H](CO)N1C(=O)C1CCC1)NC1CCCC1,19,·,-1,-7,-4,0.5,-5,2.8
O=C(CC1CCCC1)NCCS(=O)(=O)N1CCN(c2ccccc2F)CC1,7,-1,5,5,-3,0.0,0,-0.9
CCN(CC(=O)Nc1c(F)cccc1F)C(=O)c1ccc(=O)n(Cc2ccccc2)n1,0,0,2,8,-4,0.4,-7,-1.1
